High-throughput results: PubChem BioAssay, several laboratories
RGS4 block = human RGS4 inhibition; HEK293 M3R/RGS4 inducible, Fluo-4 calcium flux; stronger effect = higher value; triggered by carbachol at its EC20; B-score at 10 µM; actives 0.45% (n = 310,000); AID 463165;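 active = B-score, a plate-corrected calcium signal, over three deviations above library mean, with baseline fluorescence within five deviations of library mean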;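 also: RGS4 expression induced by doxycycline in cells with stable M3 receptor; B-score is computed from the integrated fluorescence ratio over baseline after carbachol; higher B-score means a larger calcium signal and so more RGS4 inhibition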
Target sequence (P49798 whole entry, looked up): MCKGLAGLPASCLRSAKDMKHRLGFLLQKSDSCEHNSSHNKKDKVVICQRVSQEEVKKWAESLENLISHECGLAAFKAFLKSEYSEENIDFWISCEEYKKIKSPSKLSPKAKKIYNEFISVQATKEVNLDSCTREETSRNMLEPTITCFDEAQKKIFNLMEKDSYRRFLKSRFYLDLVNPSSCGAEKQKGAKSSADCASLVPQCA
GSK3A inh = human GSK-3 alpha kinase inhibition; P49840; ADP-Glo luminescence, 60 min; inhibition, % at 10 µM; actives 0.1% (n = 320,000);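 in the data active = inhibition above about 50%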;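 also: GST-tagged GSK-3 alpha with peptide substrate and 25 µM ATP; 0% = DMSO neutral wells and 100% = GW8510 positive control wells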
KCNK3 inh = human KCNK3 channel inhibition, primary screen; O14649; CHO-KCNK3 thallium flux, FluxOR fluorescence; stronger effect = lower value; B-score at 10 µM; actives 0.84% (n = 340,000); AID 602410;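 active = B-score under library mean minus 4 SD, starting fluorescence ratio at most library mean plus 5 SD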;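 also: more negative B-score means stronger inhibition of thallium flux through KCNK3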
Target sequence (O14649 whole entry, looked up): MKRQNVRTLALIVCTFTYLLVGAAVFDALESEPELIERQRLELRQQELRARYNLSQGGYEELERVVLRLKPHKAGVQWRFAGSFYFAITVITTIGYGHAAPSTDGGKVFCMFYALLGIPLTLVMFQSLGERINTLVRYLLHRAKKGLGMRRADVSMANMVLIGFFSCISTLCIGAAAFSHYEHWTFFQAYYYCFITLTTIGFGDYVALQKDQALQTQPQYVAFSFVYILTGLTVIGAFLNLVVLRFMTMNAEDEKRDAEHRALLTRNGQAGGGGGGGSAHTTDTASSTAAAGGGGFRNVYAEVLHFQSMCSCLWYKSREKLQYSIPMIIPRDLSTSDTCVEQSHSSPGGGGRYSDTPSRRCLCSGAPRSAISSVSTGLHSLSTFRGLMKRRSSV
PolyA inh = blocks polyadenylation in yeast reporter cells. S. cerevisiae SKY197-pL101 polyadenylation reporter, beta-gal luminescence; efflux-impaired pdr1/pdr3 knockout yeast; score 100 = 6 SD above DMSO. calls only at 12 µM. actives 0.02% (n = 300,000). AID 1875;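 active = lowest replicate activity score at least 50, where 100 means six control SD above control mean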;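 also: yeast exposed to compound for 9 h at 30 °C; higher score means more reporter readthrough which indicates perturbed polyadenylation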
KCNQ1 pot = potentiators or activators of human KCNQ1 potassium channel; P51787; CHO-K1 KCNQ1, thallium flux FluxOR fluorescence; stronger effect = higher value; actives 0.35% (n = 310,000); B-score at 10 µM;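 active = fluorescence ratio B-score, a plate-corrected score, at least three library SD, with initial intensity B-score within 5 SD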
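System: CHO-K1 cells stably expressing KCNQ1 / Medium: assay buffer for compound exposure, DMSO matched across wells / Reagent: thallium- and potassium-containing depolarizing buffer / Compound: one concentration, matched DMSO / Incubation: 20 min compound pretreatment at room temperature / Measured by: kinetic FluxOR fluorescence, 10 s baseline plus 110 s post-stimulus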
KCNQ1 block = human KCNQ1 channel inhibition | P51787 | CHO-K1 KCNQ1, FluxOR thallium flux fluorescence; stronger effect = higher value | B-score at 10 µM | actives 1.3% (n = 310,000);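 active = compounds whose thallium flux B-score, printed positive for inhibition, exceeds three library SD while starting fluorescence stays within three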;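 also: channel opened by potassium depolarization with thallium stimulus after 20 min compound exposure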
hERG rescue = shields human hERG channel from block by proarrhythmic agents. Q12809. CHO-hERG, FluxOR thallium flux, dofetilide IC70 present. activation (rescue from dofetilide block), less the hit threshold, % at 10 µM. actives 0.51% (n = 310,000);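 active = activation above the mean of controls blocked by dofetilide plus 5 SD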;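 also: thallium influx through hERG after potassium depolarization seen as dye fluorescence rise; in these data hits start at about 4.7%; inactives centre near -7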
Dyrk1A ADPGlo = blocks rat Dyrk1A kinase activity; AID 504441; actives 0.43% (n = 310,000); inhibition, % at 12.5 µM; ADP-Glo luminescence, NFATc1 peptide; in the data active = inhibition above about 50%;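 also: plate controls were vehicle with enzyme for no effect and no enzyme for full effect; many of its hits are not listed in these tables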
RGS4 act = RGS4 potentiation or activation. HEK293 M3R/inducible RGS4, carbachol calcium flux Fluo4; stronger effect = lower value. B-score at 10 µM. actives 0.92% (n = 310,000). AID 463111;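 active = B-score of the integrated calcium signal more than 4 SD below the library mean, with starting fluorescence not abnormally high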;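 also: negative B-score means reduced calcium response which marks RGS4 activation or potentiation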
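Also added: carbachol at ECmax as muscarinic agonist stimulus; Assay system: HEK293 cells with stable M3R and inducible RGS4; Timing: overnight RGS4 induction, 30 min dye load 37 °C, 20 min compound RT; Measured by: Fluo4-AM (2 µM) calcium-flux fluorescence, kinetic read.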
KCNK9 block = inhibitors of human KCNK9 two-pore domain potassium channel. Q9NPC2. HEK293 KCNK9, FluxOR thallium flux fluorescence; stronger effect = lower value. B-score at 10 µM. actives 1.2% (n = 310,000). AID 488922;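 active = ratio B-score over 3 SD below the library mean, with starting fluorescence within 5 SD of its mean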;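 also: negative B-score means less thallium flux so channel inhibition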
GSK3B inh = human GSK3beta kinase inhibition; P49841; GST-GSK3beta kinase, ADP-Glo luminescence, 60 min; stronger effect = lower value; activity score (negative = inhibition), % at 10 µM; actives 0.038% (n = 300,000); AID 2097;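 active = more than half of replicate wells score below -50%, meaning over 50% inhibition versus plate controls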;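 also: 0% = median DMSO wells and -100% = median GW8510 positive control wells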
Target sequence (P49841 whole entry, looked up): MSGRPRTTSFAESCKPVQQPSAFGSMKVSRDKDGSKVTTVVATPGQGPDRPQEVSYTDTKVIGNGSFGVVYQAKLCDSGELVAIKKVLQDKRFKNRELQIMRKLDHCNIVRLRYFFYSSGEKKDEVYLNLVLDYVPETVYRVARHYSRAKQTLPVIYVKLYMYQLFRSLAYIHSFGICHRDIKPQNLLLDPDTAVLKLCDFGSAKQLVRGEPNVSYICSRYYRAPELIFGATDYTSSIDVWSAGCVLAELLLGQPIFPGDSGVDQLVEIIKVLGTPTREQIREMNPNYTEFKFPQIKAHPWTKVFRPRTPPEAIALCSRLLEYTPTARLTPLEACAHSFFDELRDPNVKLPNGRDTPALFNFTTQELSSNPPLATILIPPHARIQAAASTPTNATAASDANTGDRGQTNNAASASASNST
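Test system – GST-tagged human GSK3beta kinase, cell-free · Incubation – 60 min enzyme reaction, room temperature · Signal – ADP-Glo luminescence · Also added – peptide substrate and ATP at 25 µM · Controls – DMSO neutral wells and GW8510 at 20 µM as positive · Buffer or medium – Tris/MgCl2 kinase buffer · Measure – Luminescence-derived activity versus plate DMSO and GW8510 wells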
* = called active by the depositor. The list is partial; count on the stated rates, not on these rows.

COc1cc(CNc2ccccc2SC)cc(OC)c1OC was read as RGS4 block inactive, GSK3A inh -2, KCNK3 inh inactive, PolyA inh inactive, KCNQ1 pot inactive, KCNQ1 block inactive, hERG rescue -12, Dyrk1A ADPGlo -5, RGS4 act inactive, KCNK9 block inactive and GSK3B inh 0.
Screening O/N=C/c1ccccc1OCc1ccccc1F returned RGS4 block inactive, GSK3A inh 1, KCNK3 inh inactive, PolyA inh inactive, KCNQ1 pot inactive, KCNQ1 block inactive, hERG rescue -5, Dyrk1A ADPGlo 15, RGS4 act inactive, KCNK9 block inactive and GSK3B inh 0.
Screening COc1ccccc1[C@@H]1C(c2cccc(C)c2)=NN(c2ccccc2)[C@H]1C(=O)N1CCOC1=O returned RGS4 block inactive, GSK3A inh -2, KCNK3 inh inactive, PolyA inh inactive, KCNQ1 pot inactive, KCNQ1 block inactive, hERG rescue -11, Dyrk1A ADPGlo 8, RGS4 act inactive, KCNK9 block inactive and GSK3B inh 0.
`O=C(NNC(=O)c1ccc(O)cc1O)c1ccc(Cl)cc1` gave RGS4 block inactive, GSK3A inh -2, KCNK3 inh inactive, PolyA inh inactive, KCNQ1 pot inactive, KCNQ1 block 6*, hERG rescue -12, Dyrk1A ADPGlo 6, RGS4 act inactive, KCNK9 block inactive and GSK3B inh -2.
For COc1ccc(C2CC(C)(c3ccc(OC)cc3OC)Nc3ccccc3N2)c(OC)c1 (stereo not drawn) the results were RGS4 block inactive, GSK3A inh 1, KCNK3 inh inactive, PolyA inh inactive, KCNQ1 pot inactive, KCNQ1 block 6*, hERG rescue -23, Dyrk1A ADPGlo 9, RGS4 act inactive, KCNK9 block inactive and GSK3B inh 2.
`O=C(O)CSc1nc2ccccc2n1-c1ccccc1` gave RGS4 block inactive, GSK3A inh -3, KCNK3 inh inactive, PolyA inh inactive, KCNQ1 pot inactive, KCNQ1 block inactive, hERG rescue -1, RGS4 act inactive, KCNK9 block inactive and GSK3B inh 5.
Screening CCn1cc(C(=O)N[C@H](C)c2ccccc2)c(=O)c2cc(F)c(N3CCN(C)CC3)cc21 returned RGS4 block inactive, GSK3A inh 1, KCNK3 inh inactive, PolyA inh inactive, KCNQ1 pot inactive, KCNQ1 block inactive, hERG rescue -6, Dyrk1A ADPGlo 3, RGS4 act inactive, KCNK9 block inactive and GSK3B inh -6.
Cc1nccc(-c2cccc(N/N=C(\C#N)C(=O)c3ccccc3)c2)n1 was read as RGS4 block inactive, GSK3A inh 3, KCNK3 inh inactive, PolyA inh inactive, KCNQ1 pot inactive, KCNQ1 block inactive, hERG rescue -10, Dyrk1A ADPGlo 22, RGS4 act inactive, KCNK9 block inactive and GSK3B inh 9.
`CSc1nncc(/C(C)=N\Nc2ccccc2C)n1` gave RGS4 block inactive, GSK3A inh 0, KCNK3 inh inactive, PolyA inh inactive, KCNQ1 pot inactive, KCNQ1 block inactive, hERG rescue -10, Dyrk1A ADPGlo 3, RGS4 act inactive, KCNK9 block inactive and GSK3B inh 6.
O=C(NCC1COc2ccccc2O1)c1ccc(Cl)cc1 (stereo not drawn) was read as RGS4 block inactive, GSK3A inh -2, KCNK3 inh inactive, PolyA inh inactive, KCNQ1 pot inactive, KCNQ1 block inactive, hERG rescue -9, Dyrk1A ADPGlo 2, RGS4 act inactive, KCNK9 block inactive and GSK3B inh 4.
Screening COc1ccc(Oc2c(-c3ccc(O)cc3O)n[nH]c2C)cc1 returned RGS4 block inactive, GSK3A inh 3, KCNK3 inh inactive, PolyA inh inactive, KCNQ1 pot inactive, KCNQ1 block inactive, hERG rescue -10, Dyrk1A ADPGlo 8, RGS4 act inactive, KCNK9 block inactive and GSK3B inh 1.
For Cc1cccc(OC(=O)c2cccnc2)c1 the results were RGS4 block inactive, GSK3A inh -2, KCNK3 inh inactive, PolyA inh inactive, KCNQ1 pot inactive, KCNQ1 block inactive, hERG rescue -1, Dyrk1A ADPGlo 3, RGS4 act inactive, KCNK9 block inactive and GSK3B inh 3.
`CCN(C1CCCCC1)S(=O)(=O)c1ccc(-n2cnnn2)c(C)c1` gave RGS4 block inactive, GSK3A inh -3, KCNK3 inh inactive, PolyA inh inactive, KCNQ1 pot inactive, KCNQ1 block inactive, hERG rescue -9, Dyrk1A ADPGlo -8, RGS4 act inactive, KCNK9 block inactive and GSK3B inh 1.
`CN[C@H](CC(=O)O)C(=O)O` gave RGS4 block inactive, GSK3A inh -3, KCNK3 inh inactive, PolyA inh inactive, KCNQ1 pot inactive, KCNQ1 block inactive, hERG rescue -6, Dyrk1A ADPGlo 2, RGS4 act inactive, KCNK9 block inactive and GSK3B inh -1.
Screening Cc1cc(=O)oc2cc(NC(=O)CCOc3ccccc3)ccc12 returned RGS4 block inactive, GSK3A inh 0, KCNK3 inh inactive, PolyA inh inactive, KCNQ1 pot inactive, KCNQ1 block inactive, hERG rescue -13, Dyrk1A ADPGlo -3, RGS4 act inactive and KCNK9 block inactive.
Screening CCOC(=O)c1cccc(NS(=O)(=O)c2ccc(NC(C)=O)cc2)c1 returned RGS4 block inactive, GSK3A inh 2, KCNK3 inh inactive, PolyA inh inactive, KCNQ1 pot inactive, KCNQ1 block inactive, hERG rescue -16, Dyrk1A ADPGlo -4, RGS4 act inactive, KCNK9 block inactive and GSK3B inh 2.
C/C(=N/NC(=O)CNC(=O)COc1cccc(C)c1)c1ccc(Cl)cc1 was read as RGS4 block inactive, GSK3A inh -3, KCNK3 inh inactive, PolyA inh inactive, KCNQ1 pot inactive, KCNQ1 block inactive, hERG rescue -5, Dyrk1A ADPGlo -3, RGS4 act inactive, KCNK9 block inactive and GSK3B inh -2.
`O=C(CSC1=NCCS1)Nc1ccc(S(=O)(=O)NC2CCCCC2)cc1` gave RGS4 block inactive, GSK3A inh -2, KCNK3 inh inactive, PolyA inh inactive, KCNQ1 pot inactive, KCNQ1 block inactive, hERG rescue -17, Dyrk1A ADPGlo -6, RGS4 act inactive, KCNK9 block inactive and GSK3B inh 2.
Screening Cc1ccc(C(=O)N2CCN(S(=O)(=O)N3CCCCC3)CC2)cc1 returned RGS4 block inactive, GSK3A inh -1, KCNK3 inh inactive, PolyA inh inactive, KCNQ1 pot inactive, KCNQ1 block inactive, hERG rescue -8, Dyrk1A ADPGlo 0, RGS4 act inactive, KCNK9 block inactive and GSK3B inh 0.
For COc1ccc(NC(=O)/C(C#N)=C/c2cc(C)n(-c3ccc(N4CCOCC4)c([N+](=O)[O-])c3)c2C)cc1 the results were RGS4 block inactive, KCNK3 inh inactive, PolyA inh inactive, KCNQ1 pot inactive, KCNQ1 block inactive, hERG rescue -10, Dyrk1A ADPGlo -7, RGS4 act inactive, KCNK9 block inactive and GSK3B inh -1.
Cc1cc(C)cc(NC(=O)COC(=O)c2n[nH]c3ccccc23)c1 was read as RGS4 block inactive, GSK3A inh 5, KCNK3 inh inactive, PolyA inh inactive, KCNQ1 pot inactive, KCNQ1 block inactive, hERG rescue -8, RGS4 act inactive, KCNK9 block inactive and GSK3B inh -2.
For COc1ccc(OC)c(C2Nc3c(Cl)ccc(C(=O)O)c3C3C=CCC32)c1 (stereo not drawn) the results were RGS4 block inactive, GSK3A inh -2, KCNK3 inh inactive, PolyA inh inactive, KCNQ1 pot inactive, KCNQ1 block inactive, hERG rescue -5, Dyrk1A ADPGlo 0, RGS4 act inactive, KCNK9 block inactive and GSK3B inh 6.
Screening O=C(NCc1cccnc1)C1CCCN(S(=O)(=O)c2ccccc2)C1 (stereo not drawn) returned RGS4 block inactive, GSK3A inh -1, KCNK3 inh inactive, PolyA inh inactive, KCNQ1 pot inactive, KCNQ1 block inactive, hERG rescue -3, Dyrk1A ADPGlo -7, RGS4 act inactive, KCNK9 block inactive and GSK3B inh 2.
O=C1S/C(=C\c2ccc(N3CCOCC3)o2)C(=O)N1c1ccccc1 was read as RGS4 block inactive, GSK3A inh 0, KCNK3 inh inactive, PolyA inh inactive, KCNQ1 pot inactive, KCNQ1 block inactive, hERG rescue -11, Dyrk1A ADPGlo -4, RGS4 act -7.6*, KCNK9 block inactive and GSK3B inh 0.
For Cc1cccc(C)c1OCCCn1ccnc1 the results were RGS4 block inactive, GSK3A inh 2, KCNK3 inh inactive, PolyA inh inactive, KCNQ1 pot inactive, KCNQ1 block inactive, hERG rescue -3, Dyrk1A ADPGlo -3, RGS4 act inactive, KCNK9 block inactive and GSK3B inh 1.
`O=[N+]([O-])c1ccc(NCc2ccncc2)cc1` gave RGS4 block inactive, GSK3A inh -2, KCNK3 inh inactive, PolyA inh inactive, KCNQ1 pot inactive, KCNQ1 block inactive, hERG rescue -6, Dyrk1A ADPGlo 0, RGS4 act inactive, KCNK9 block inactive and GSK3B inh 4.
CCCc1nc2ccccc2c(C(=O)OC(C)C(=O)NCc2ccc3c(c2)OCO3)c1CC (stereo not drawn) was read as RGS4 block inactive, GSK3A inh 2, KCNK3 inh inactive, PolyA inh inactive, KCNQ1 pot inactive, KCNQ1 block inactive, hERG rescue -13, Dyrk1A ADPGlo -4, RGS4 act inactive, KCNK9 block inactive and GSK3B inh 0.
Screening CCOC(=O)c1nc(N)c(=O)n(-c2ccc(C)cc2)n1 returned RGS4 block inactive, GSK3A inh -1, KCNK3 inh inactive, PolyA inh inactive, KCNQ1 pot inactive, KCNQ1 block inactive, hERG rescue -4, Dyrk1A ADPGlo 1, RGS4 act inactive, KCNK9 block inactive and GSK3B inh -3.
COCCN(C(=O)C1CCCC1)c1c(N)n(Cc2ccccc2)c(=O)[nH]c1=O was read as RGS4 block inactive, GSK3A inh -1, KCNK3 inh inactive, PolyA inh inactive, KCNQ1 pot inactive, KCNQ1 block inactive, hERG rescue -9, Dyrk1A ADPGlo -2, RGS4 act inactive, KCNK9 block inactive and GSK3B inh -1.
